Source: PubChem
FAS TE block: FAS thioesterase domain inhibitors, primary screen, biochemical, fluorescence intensity, uHTS. AID 602261, 2012. 0.67% of 360,000 active. inhibition, % at 15 µM. recombinant FAS-TE, OMFH fluorogenic substrate, fluorescence endpoint;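 active = compounds whose normalised, plate-corrected inhibition of enzyme fluorescence in the single-dose primary screen is 50% or more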;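 also: 0% = DMSO with enzyme and 100% = substrate without enzyme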
NRP1-CendR mod: modulators of CendR peptide binding to NRP-1, primary screen, biochemical, fluorescence polarization, uHTS; inhibition, % at 25 µM; FAM-RPARPAR peptide binding to NRP-1; 0.85% of 360,000 active; Neuropilin-1 (Homo sapiens), O14786;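 active = inhibition or corrected inhibition above about 18%, plus a signal ratio from 0.5 to 1.5, limit read from the data, passing the limit was not always enough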; also: strong numbers were not always called active
Neddyl block: inhibitors of cullin neddylation, primary screen, biochemical, TR-FRET, uHTS, NAE and Ubc12. calls only at 25 µM. AID 651699, 2012. NEDD8-conjugating enzyme Ubc12 (Homo sapiens) + NEDD8-activating enzyme E1 regulatory …. 0.58% of 360,000 active; in the data active = inhibition above about 36%
SKN-1 block: suppressors of acrylamide-induced Pgst-4::GFP reporter in worms, primary screen, SKN-1 inhibitor project, whole organism, uHTS, GFP/RFP fluorescence ratio, strain VP596 | C. elegans VP596 Pgst-4::GFP/RFP ratio, 24 h | inhibition, % at 21.8 µM | 0.49% of 360,000 active;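 active = interference check ratio from 0.5 to 1.5 plus GFP to RFP signal ratio inhibition reaching or exceeding a fixed threshold, cut at about 30% in these data, passing the limit was not always enough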; also: some compounds called inactive have numbers as strong as hits
MT1-MMP act inh: blockers of MT1-MMP proenzyme processing, primary screen, HT1080 RFP-PRO-GFP cells, GFP/RFP fluorescence. GFP/RFP ratio fluorescence, overnight; percent of plate control window, DMSO zero. GFP/RFP ratio change, % at 20 µM. Matrix metalloproteinase-14 (Homo sapiens), P50281. 0.061% of 360,000 active;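 active = GFP/RFP ratio change of at least 30% with cell ATP level not reduced by more than half and red fluorescence within 50% of control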; also: strong numbers were not always called active
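Assay system: RFP-PRO-GFP reporter HT1080 cells; read-out basis: GFP/RFP fluorescence ratio; benchmarks: DMSO wells and RFP-L50D-GFP cells; doses: 20 µM single dose, 1% DMSO; schedule: overnight cell settling, then overnight compound exposure, 37 °C, 5% CO2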
Rin1-Abl PPI inh: inhibitors of Rin1-Abl protein binding, primary screen, biochemical, TR-FRET | 0.4% of 360,000 active | AID 588664, 2011 | inhibition, % at 7.35 µM | Tyrosine-protein kinase ABL1 (Homo sapiens) + Ras and Rab interactor 1 (Homo sapiens), …; in the data active = inhibition above about 5%, passing the limit was not always enough
MsrA inh: bovine MsrA enzyme inhibitors, primary screen, biochemical, absorbance, HTS; Methionine sulfoxide reductase A (Bos taurus); purified bovine MsrA, absorbance read-out; inhibition, % at 15.5 µM; 0.75% of 360,000 active; in the data active = inhibition above about 4.5%;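 also: 0% = vehicle wells with enzyme and 100% = reference inhibitor wells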
MsrA act: bovine MsrA enzyme activators, primary screen, biochemical, absorbance, HTS; Methionine sulfoxide reductase A (Bos taurus); purified bovine MsrA, absorbance read-out; activation, % at 10.6 µM; 0.3% of 360,000 active; in the data active = activation above about 7.5%;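 also: 0% = vehicle and 100% = reference activator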
E coli Lon inh: inhibitors of E. coli Lon protease, primary screen, biochemical, fluorescence polarization; purified E. coli Lon protease; inhibition, % at 7.94 µM; 0.42% of 360,000 active; P0A9M0; in the data active = inhibition above about 13%, passing the limit was not always enough;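 also: 0% = enzyme with probe and DMSO and 100% = no enzyme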
* = called active by the depositor; i = inactive; . = not tested or not shown.

Under each structure: NRP1-CendR mod	FAS TE block	Neddyl block	SKN-1 block	MsrA act	MsrA inh	E coli Lon inh	MT1-MMP act inh	Rin1-Abl PPI inh
CCCCOC(=O)COc1ccc(Cl)cc1Cl
  2	24	i	0	-2	1.0	-1	0	2
CCOC(=O)C1CCN(Cc2ccc(OCc3ccccc3)c(OC)c2)CC1
  11	-5	i	14	-2	.	-1	1	-3
O=C(c1ccc([N+](=O)[O-])cc1)N1CCN(c2cccc3[nH]ccc23)CC1
  14	6	i	4	-3	-0.3	10	-1	-2
CCN(Cc1nc2ccccc2c(=O)[nH]1)C(=O)c1ccc(C)c(NC(=O)c2ccco2)c1
  2	-6	i	-5	0	0.0	-3	-2	2
Brc1ccc(Sc2cnc3ccccc3n2)cc1
  23*	18	i	18	-1	-0.7	1	-2	-5
O=C(Nc1ccc(F)c(Cl)c1)Nn1cnnc1
  8	-7	i	-11	-9	1.9	2	-2	0
COc1ccc(CC(C(=O)Nc2ccc(OC)cc2)c2nn[nH]n2)cc1 (configuration not stated)
  7	-5	i	-4	-2	0.5	-5	1	2
COCC(=O)NC1CC2CCCC(C1)N2Cc1ccccc1 (configuration not stated)
  14	-5	i	-18	-1	-1.0	-1	-1	-1
CCOC(=O)C(=O)Nc1nccs1
  7	-14	i	9	-6	-0.6	-6	3	2
CC1(C)CC(=O)C2=C(C1)OC(N)=C(C#N)C2c1cccc(OC(=O)c2ccco2)c1 (configuration not stated)
  12	2	i	12	-4	0.6	-14	-1	-2
CCCC(=O)Nc1ccc2c(c1)C(=O)NC2=O
  4	-6	.	10	-1	0.7	-5	-1	-1
CC(=O)Nc1ccc2c(c1)-c1ccc(F)cc1C2=O
  6	1	i	14	2	0.7	-6	2	-3
Cc1ccc(/C=N/NC(=O)c2ccccc2OCc2ccc(F)cc2)o1
  6	24	i	6	-11	2.4	-5	-4	1
Cc1ccc2nc(N(CCN(C)C)C(=O)/C=C/c3cccs3)sc2c1
  -5	0	i	-6	-13	1.9	-1	-3	-1
C[C@H](O)[C@@H]1C(=O)N2CCc3ccc(-c4cccc(F)c4)cc3[C@@H]2C[C@@H]1N(C)S(=O)(=O)c1ccccc1
  -3	26	i	3	-1	2.0	1	-3	-4
CCn1c(/C=C/c2cc[n+](C)cc2)nc2ccccc21
  1	-2	i	-11	-4	2.3	11	-12	-2
Cc1ccc(C23CC4CC(CC(CC(=O)N5CCOCC5)(C4)C2)C3)cc1
  2	5	i	9	0	-1.0	6	0	-1
Cc1ccc(C)c(C(O)c2ncc(-c3cccc4ccccc34)[nH]2)c1 (configuration not stated)
  -8	7	i	14	0	0.1	6	0	-1
Cc1ccc(C(=O)NCC(=O)NCC(=O)OCC(=O)c2cccs2)cc1
  2	-12	i	14	-1	-0.8	2	10	-3
Cc1ccc2nsnc2c1S(=O)(=O)NCc1ccncc1
  7	-8	i	4	-1	0.3	4	4	-4
Brc1ccc(-c2cnc(-c3cccs3)o2)cc1
  17	17	.	89*	3	-0.3	6	-3	0
CN(C)CCNc1nc(-c2ccccc2)c2c(c1C#N)CC(C)(C)OC2
  11	-3	i	9	-11	1.0	1	1	2
CCOc1ccc(NC(=S)N2CCC(c3ccc(C)cc3)C2)cc1 (configuration not stated)
  1	18	i	-1	-2	1.4	-10	-1	1
CCCOc1ccc(/C=N/n2nnnc2N)cc1OC
  -1	-3	i	16	-4	3.0	-4	2	-1
COc1cc(C2C(C(C)=O)=C(O)C(=O)N2c2ccc(C)cc2)ccc1O (configuration not stated)
  17	-1	i	-10	1	2.4	-7	2	-1
Cc1ccnc2nc(C(=O)OCC(=O)c3c[nH]c4ccccc34)nn12
  -26	-4	i	1	1	-1.2	-7	-4	-6
Cc1cccc(N(CC(=O)NCCSCc2ccccc2)S(C)(=O)=O)c1C
  0	4	i	-2	-1	-0.8	3	0	-1
Cc1ccc(C)c(N2CCN(C(=O)c3cc(S(=O)(=O)N4CCOCC4)cn3C)CC2)c1
  -10	-2	i	-11	-4	-0.5	-7	-2	-2
O=S(=O)(c1ccccc1)N1CCN(Cc2cc3c(cc2Br)OCCO3)CC1
  -5	32	i	-6	1	-0.5	1	1	-4
O=C1CS/C(=N/N=C/c2ccccc2)N1c1ccc(O)cc1
  0	-9	i	3	-1	1.6	6	2	0

New compounds follow
Under each structure: NRP1-CendR mod	FAS TE block	Neddyl block	SKN-1 block	MsrA act	MsrA inh	E coli Lon inh	MT1-MMP act inh	Rin1-Abl PPI inh
O=C(CCOc1cccc(Br)c1)NNC(=O)COc1ccc(F)cc1
  5	-2	i	14	-4	0.5	0	3	-2
CCOc1ccc(N2CC(=O)Nc3ccccc3NCC2=O)cc1
  -10	-5	i	10	2	0.1	-1	-7	1
COc1ccccc1Cc1c(-c2ccc(C#N)cc2)nc2c(Cl)cc(C(F)(F)F)cn12
  -121	0	i	12	-2	.	-51	-22	.
CCn1cc(Cl)c(C(=O)N2N=C(c3ccc4ccccc4c3)CC2c2ccccc2O)n1 (configuration not stated)
  -4	18	i	9	-5	1.2	3	-20	-1
Fc1ccc2nc(C3CCCCN3Cc3nc(CC4CC4)no3)[nH]c2c1 (configuration not stated)
  8	-2	i	-1	-13	0.4	7	.	4
CCN(C(=O)COC(=O)C1CCN(S(=O)(=O)c2cccs2)CC1)c1ccccc1
  6	-1	i	1	-3	0.6	-3	3	-1
CC(=O)c1cccc(S(=O)(=O)NCCCN2CCOCC2)c1
  -3	-7	i	8	0	-0.2	10	-2	0
CCCNC(=O)CN1CCN(S(=O)(=O)c2ccc(Br)s2)CC1
  -2	-4	i	1	-2	-0.6	-7	-3	5
COC(=O)c1ccc(CN2CCc3ccc(NC(=O)c4ccncc4)cc3C2)cc1
  0	-4	i	6	-1	0.2	0	4	1
CCOc1cc(/C=N/Nc2nnc(C)n2N)ccc1OC(C)=O
  10	1	i	6	27*	0.2	-2	5	4
CC1Cc2cc(S(=O)(=O)CCC(=O)NCc3ccco3)ccc2N1C(=O)C1CC1 (configuration not stated)
  -3	-5	i	4	1	-0.3	-12	-1	1
CC(=O)c1cccc(NS(=O)(=O)N(C)C)c1
  -3	-4	i	10	-4	-0.9	1	5	-1
O=c1[nH]c(=S)[nH]c2sc3c(c12)CCCCCC3
  -10	-2	i	19	4	1.9	7	-1	0
COc1cc2[nH]c(=S)n(Cc3ccccc3)c(=O)c2cc1OC
  -4	10	i	-6	-9	-0.2	-6	7	3
CC(C)c1ccc(OCC(=O)NN2C(=O)c3ccccc3C2=O)c(Br)c1
  -14	21	i	2	2	0.7	-4	1	-2
Cc1cccc(NC(=O)COC(=O)c2ccc(S(=O)(=O)N3CCCC3)cc2)c1
  -5	-1	i	-6	0	1.0	-3	1	-1
CC[C@H]1CCCCc2ccccc2[C@@H](C(=O)C[C@@H](O)CC(C)=O)OC1=O
  -2	0	i	9	-1	-0.2	-1	-3	0
CN(C)Cc1c(-c2ccc(Cl)cc2)nc2ccc(Cl)cn12
  -1	-4	i	-10	-7	1.1	-2	-3	3
O=C(COC(=O)/C=C/c1ccc(C(F)(F)F)cc1)NCCC1=CCCCC1
  -8	-3	i	-21	-8	-0.1	-7	2	1
CNc1cc(-c2ccc(CC#N)cc2)ncn1
  14	-10	i	-1	-9	-0.5	-2	2	-6
CC(=O)Nc1ccc(N2C(=O)CC(Sc3nc(C)cc(C)n3)C2=O)cc1 (configuration not stated)
  8	-6	i	3	-9	-0.8	2	4	-1
CCOC(=O)c1cc2sc(C)cc2n1CCCN1C(=O)c2ccccc2C1=O
  -2	16	i	-14	-3	-1.2	1	-4	-1
CSCCC(NC(=O)c1cccc(S(=O)(=O)N2CCOCC2)c1)C(=O)Nc1ccc(F)cc1 (configuration not stated)
  -10	-4	i	2	-2	-0.6	-14	-1	-2
Cc1cccnc1NCc1ccc(O)c2ncccc12
  -1	2	i	-2	-2	2.2	-17	-2	3
O=C(c1ccc(Cl)cc1)c1cc(-c2ccccn2)c(N2CCOCC2)s1
  -12	10	i	-17	-2	0.3	1	0	-6
Cc1cc(C)c(S(=O)(=O)N2CCCC(C(=O)NC3CC3)C2)c(C)c1 (configuration not stated)
  -4	-2	i	16	-2	0.2	-6	-2	2
O=C(CSc1ccccc1F)NCC(c1cccs1)N1CCOCC1 (configuration not stated)
  -4	-3	i	9	-5	-1.2	-12	1	4
COc1ccccc1C1CCN(Cc2ccccc2)CC1
  -2	-4	i	9	0	-0.1	-4	3	-4
CCOc1ccc(N2C(=O)c3ccc(C(=O)OCc4c(C)noc4C)cc3C2=O)cc1
  -1	-6	i	17	-1	1.6	5	4	-3
COc1ccc(NC(C)=O)cc1NC(=O)CSc1nc2ncccc2[nH]1
  13	-2	i	-5	-8	-0.8	-3	5	1

Record cards (already shown).
CC(=O)c1cccc(NS(=O)(=O)N(C)C)c1 in the list: NRP1-CendR mod: -3; FAS TE block: -4; Neddyl block: i; SKN-1 block: 10; MsrA act: -4; MsrA inh: -0.9; E coli Lon inh: 1; MT1-MMP act inh: 5; Rin1-Abl PPI inh: -1
COC(=O)c1ccc(CN2CCc3ccc(NC(=O)c4ccncc4)cc3C2)cc1 in the list: NRP1-CendR mod: 0; FAS TE block: -4; Neddyl block: i; SKN-1 block: 6; MsrA act: -1; MsrA inh: 0.2; E coli Lon inh: 0; MT1-MMP act inh: 4; Rin1-Abl PPI inh: 1

Going on with the list.
Under each structure: NRP1-CendR mod	FAS TE block	Neddyl block	SKN-1 block	MsrA act	MsrA inh	E coli Lon inh	MT1-MMP act inh	Rin1-Abl PPI inh
COc1cccc(C(=O)NCCS(=O)(=O)NCc2ccco2)c1
  -3	-4	i	-3	-2	-1.5	-8	2	3
COc1ccc2oc(C(=O)OCC(=O)NC(C)c3ccccc3)c(C)c2c1 (configuration not stated)
  12	0	i	26	-2	-1.1	-11	-2	3
Oc1ccccc1-c1n[nH]c(-c2ccccc2O)n1
  0	5	i	6	-2	2.4	-4	4	0
O=S(=O)(Nc1cccc(C(F)(F)F)c1)c1cccnc1
  -5	-1	i	-10	-8	-1.6	-4	0	2
CCC1C(=O)N=C(SCC(=O)NC2CCCCC2)NC1=O (configuration not stated)
  14	-12	i	-4	-5	-0.9	0	-4	6
COc1ccc(NC(=O)C(=O)NNC(=O)c2ccc(Cl)cc2Cl)cc1
  -8	-7	i	-7	-4	0.3	-1	-6	-2
N#CCC(=O)Nc1ccc(C(=O)NCCC(c2ccccc2)c2ccccc2)cc1
  2	11	i	-4	-2	0.5	-4	2	3
COc1ccccc1CNC(=O)CNC(=O)c1sc2ccccc2c1Cl
  3	2	i	3	-2	-1.9	-3	0	-8
OCCN1CCN(c2ncnc3c2c(-c2ccccc2)cn3-c2ccc(Br)cc2)CC1
  3	13	i	-4	0	0.6	4	-7	-6
COc1cccc(C(=O)N/N=C(\C)c2ccc(NC(=O)Cc3ccccc3)cc2)c1OC
  1	-6	.	6	-2	1.3	0	0	3
Cc1cccc(C(=O)N[C@H](C(=O)Nc2nc(C)cs2)C(C)C)c1
  2	-9	i	2	-4	-0.6	1	-2	-2
CCCCCCNc1nc(Cl)nc(NC(C)(C)CO)n1
  3	9	i	-19	-11	0.5	16	-1	1

No enrichment for hits. About 4.2% of those tested had a hit in this group.
